# GAA850 FXN act: frataxin GAA850 promoter activation; 0.56% of 360,000 active; activation, % at 6 µM; HEK293 lucGAA850 FXN promoter luciferase reporter, 24 h; percent of 10 µM SAHA response;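 active = activation above the average of all compounds screened plus 3 SD, cutoff fixed separately per campaign, cut at about 7.5% in these data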;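 note: 0% = DMSO wells and 100% = 10 µM SAHA wells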
# SMARCA2 activ: activators of SMARCA2 function | MG213 cells, MMTV-luciferase reporter, dexamethasone, overnight | activation, % at 9.1 µM | 1% of 370,000 active | AID 652017; in the data active = activation above about 7.8%;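 note: 0% = vehicle wells and 100% = reference activator wells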
# GC-B act: GC-B (human) receptor activation. P20594. HEK293-GC-B cells, CNP EC30, cGMP TR-FRET; 0% at EC30 CNP, 100% saturating CNP. activation, % at 10 µM. 0.11% of 370,000 active. AID 1920062;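 active = activation at 10 µM reaching about 35% in either raw or pattern-adjusted values, limit read from the data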
# Target sequence (P20594 whole entry, looked up): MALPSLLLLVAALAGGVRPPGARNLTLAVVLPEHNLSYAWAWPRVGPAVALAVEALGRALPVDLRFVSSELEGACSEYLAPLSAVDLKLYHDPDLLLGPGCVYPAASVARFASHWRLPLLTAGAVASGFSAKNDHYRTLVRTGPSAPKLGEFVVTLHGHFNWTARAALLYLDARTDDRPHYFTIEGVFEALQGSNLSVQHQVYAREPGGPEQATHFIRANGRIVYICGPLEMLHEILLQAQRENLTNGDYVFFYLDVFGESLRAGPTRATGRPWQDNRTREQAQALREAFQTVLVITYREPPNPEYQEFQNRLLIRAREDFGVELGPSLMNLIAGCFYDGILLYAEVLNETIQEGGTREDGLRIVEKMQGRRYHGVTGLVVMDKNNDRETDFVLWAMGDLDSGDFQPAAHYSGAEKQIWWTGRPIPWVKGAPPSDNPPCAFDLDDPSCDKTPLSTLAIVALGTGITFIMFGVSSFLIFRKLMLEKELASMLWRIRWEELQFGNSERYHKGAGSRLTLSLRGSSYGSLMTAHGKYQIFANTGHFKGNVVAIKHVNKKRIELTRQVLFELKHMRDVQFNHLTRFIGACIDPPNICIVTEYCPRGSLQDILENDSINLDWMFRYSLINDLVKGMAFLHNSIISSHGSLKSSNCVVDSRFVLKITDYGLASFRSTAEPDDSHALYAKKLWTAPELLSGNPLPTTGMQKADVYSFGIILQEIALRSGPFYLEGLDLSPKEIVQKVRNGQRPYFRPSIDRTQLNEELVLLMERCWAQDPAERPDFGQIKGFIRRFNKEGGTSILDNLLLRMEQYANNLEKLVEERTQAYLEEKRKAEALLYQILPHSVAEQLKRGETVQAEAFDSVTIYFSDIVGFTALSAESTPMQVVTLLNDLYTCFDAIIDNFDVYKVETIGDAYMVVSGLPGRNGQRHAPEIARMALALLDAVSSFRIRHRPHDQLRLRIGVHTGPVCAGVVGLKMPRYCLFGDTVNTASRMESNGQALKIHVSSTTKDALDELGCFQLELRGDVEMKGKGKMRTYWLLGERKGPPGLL
# hgDAF-12 ag: activates the H. glycines DAF-12 receptor ligand-binding domain. HEK293 GAL4-hgDAF12 UAS-luciferase reporter, agonist luminescence; normalized to butyrate control. activation, % at 6.8 µM. 1.8% of 370,000 active;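 active = activation above a cutoff set at the mean of all screened compounds plus 3 SD, cut at about 10% in these data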;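 note: 0% = DMSO wells and 100% = sodium butyrate wells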
# NPR1 activator: GC-A (human) enzyme activation; P16066; HEK293 GC-A cells, cGMP TR-FRET, EC30 ANP; 0% at EC30 ANP, 100% saturating ANP; activation, % at 10 µM; 0.14% of 370,000 active; AID 1671463; in the data active = activation above about 40%
# DAX1 inh-1: NR0B1 (DAX1) inhibition; P51843; HEK293 Gal4-DAX1 luciferase reporter, luminescence; inhibition, % at 6.75 µM; 0.99% of 340,000 active; AID 504766;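 active = inhibition above the mean over all tested compounds plus 3 SD, cut at about 4.2% in these data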;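 note: 0% = DAX1-transfected cells with DMSO and 100% = empty-vector control cells with DMSO; inhibition shows as a rise in luminescence from relieved DAX1 repression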
# hcDAF-12 act: activates DAF-12 receptor from parasite H. contortus; HEK293 hcDAF-12 lit1-tk-luc reporter, luminescence; 0% DMSO, 100% Δ7-dafachronic acid; activation, % at 6.8 µM; 1.4% of 370,000 active; AID 652067;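 active = activation above the mean of all tested compounds plus 3 SD, cut at about 5.5% in these data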;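 note: 100% = response to 3 µM Δ7-dafachronic acid high control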
# sPLA2-III inh: Blocks human group III sPLA2 activity | inhibition, % at 12.2 µM | QFRET BODIPY PC-A2 liposome hydrolysis, fluorescence | AID 743126 | 0.56% of 370,000 active | Q9NZ20;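 active = inhibition above mean plus 3 SD of compounds lying within the high and low control bounds, cut at about 19% in these data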;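 note: 0% = median of test compound wells and 100% = no enzyme DMSO wells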
# ADAM10 inh: ADAM10 inhibition, QFRET primary screen | 0.62% of 370,000 active | recombinant ADAM10, EDANS/DABCYL FRET peptide cleavage, 3 h | O14672 | AID 720582 | inhibition, % at 7 µM;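 active = inhibition above a per-campaign cutoff equal to the mean of compounds falling between control-based bounds plus 3 SD, cut at about 20% in these data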;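 note: 0% = DMSO wells while the 100% control is not disclosed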
# DAX1 inh-2: DAX1 (NR0B1) inhibition, primary screen | HEK293T StAR-luciferase reporter, SF-1/DAX-1 repression relief | AID 652010 | inhibition, % at 6.8 µM | 1.1% of 370,000 active;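 active = inhibition above the mean over all tested compounds plus 3 SD, cut at about 3.6% in these data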;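 note: 0% = DAX-1 cells with DMSO and 100% = cells lacking DAX-1 with DMSO; higher inhibition means more luminescence from relief of DAX-1 repression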
# ssDAF-12 act: activators of S. stercoralis DAF-12 nuclear receptor; activation, % at 6.8 µM; 1% of 370,000 active; HEK293 ssDAF-12/GRIP1 lit1-tk-luc reporter, luminescence; % of 3 µM dafachronic acid response;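 active = activation above the mean over all tested compounds plus 3 SD, cut at about 0.9% in these data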;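 note: 0% = DMSO-only wells and 100% = 3 µM delta7-dafachronic acid wells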
# * hit, by the source's call; i = inactive; / = not tested or not shown.
# Preview (4 entries):
structure,ssDAF-12 act,hgDAF-12 ag,ADAM10 inh,sPLA2-III inh,SMARCA2 activ,DAX1 inh-1,NPR1 activator,GAA850 FXN act,hcDAF-12 act,DAX1 inh-2,GC-B act
CC(C)c1ccc(NC(=O)COC(=O)COc2ccccc2)cc1,-1.2,1.3,-5,-5,-1,0.6,2,0.3,-0.4,0.2,-3
COc1ccc(/C=N/NC(=O)c2ccc3nc[nH]c3c2)c(OC)c1,-0.8,2.7,-14,-3,-2,2.0,2,1.4,-1.6,0.1,-8
O=C(NCC1COc2ccccc2O1)c1ccc(Cl)c(S(=O)(=O)N2CCCC2)c1 (centres undefined),-1.1,-1.5,1,-11,0,-1.0,0,-2.1,0.2,-1.4,-2
COc1ccc(/C=N/NC(=O)C(=O)N2CCCCCC2)cc1,-1.0,1.9,10,-1,-2,0.0,-4,0.6,0.0,-0.1,8

# The listing, repeating the preview:
structure,ssDAF-12 act,hgDAF-12 ag,ADAM10 inh,sPLA2-III inh,SMARCA2 activ,DAX1 inh-1,NPR1 activator,GAA850 FXN act,hcDAF-12 act,DAX1 inh-2,GC-B act
CC(C)c1ccc(NC(=O)COC(=O)COc2ccccc2)cc1,-1.2,1.3,-5,-5,-1,0.6,2,0.3,-0.4,0.2,-3
COc1ccc(/C=N/NC(=O)c2ccc3nc[nH]c3c2)c(OC)c1,-0.8,2.7,-14,-3,-2,2.0,2,1.4,-1.6,0.1,-8
O=C(NCC1COc2ccccc2O1)c1ccc(Cl)c(S(=O)(=O)N2CCCC2)c1 (centres undefined),-1.1,-1.5,1,-11,0,-1.0,0,-2.1,0.2,-1.4,-2
COc1ccc(/C=N/NC(=O)C(=O)N2CCCCCC2)cc1,-1.0,1.9,10,-1,-2,0.0,-4,0.6,0.0,-0.1,8
Cc1ccc(CC(=O)OCCNC(=O)c2cccnc2)cc1,-0.5,0.8,-2,3,-2,-0.8,2,1.7,1.7,0.6,4
CCC(C)(C)C1CCc2c(sc(NC(=O)c3ccoc3C)c2C(N)=O)C1 (centres undefined),-1.1,-2.7,7,5,-8,-0.3,-4,-0.2,-0.6,0.0,-6
CC1(C)CC2CC(C)(CN2S(=O)(=O)c2cccc(C(N)=O)c2)C1 (centres undefined),-1.2,-0.2,-9,3,3,1.5,-2,1.6,-1.2,0.5,5
CCc1ccc(-c2cc(C(=O)N/N=C/c3ccco3)[nH]n2)cc1,0.3,14*,-1,-8,2,1.2,3,5.1,3.7,1.9,-2
COc1ccc(C2N(C(C)=O)CCN2S(=O)(=O)c2ccc(C)cc2)cc1 (centres undefined),-1.3,-0.1,-6,-6,4,-0.6,4,-0.1,-2.9,-0.5,2
CCCC/S(CC1CC1(Cl)Cl)=N\S(=O)(=O)c1ccc(C)cc1 (centres undefined),-1.9,-2.6,5,2,-3,1.1,-1,0.8,-0.7,-0.5,4
COc1ccccc1NC(=O)C1=C(C)N(c2ccccc2)C(=S)NC1c1cccc(C(F)(F)F)c1 (centres undefined),-1.4,0.6,11,-4,-5,-1.1,-9,-1.0,-0.3,-1.0,-4
Cc1ccc(S(=O)(=O)N2CCC(NC(=O)c3cccnc3)CC2)cc1Cl,-0.9,2.7,-3,-6,-2,1.6,0,0.4,-0.2,0.6,3
O=C1/C(=C/c2cccs2)CCC1C1CCCC1 (centres undefined),-1.0,3.1,2,4,2,1.4,-3,3.3,1.1,0.0,-2
O=C(c1ccccc1)N1CCN(S(=O)(=O)c2cccc(NS(=O)(=O)c3ccccc3)c2)CC1,-1.1,-1.2,7,-10,3,/,-3,3.8,-1.3,0.3,1
COc1ccc(C(=O)O/N=C(\N)c2ccccn2)cc1[N+](=O)[O-],1.1*,17*,3,4,4,4.7*,7,4.8,6.4*,0.7,-2
CCOC(=O)C(=O)Nc1ccccc1C(N)=O,-1.3,-1.6,0,7,-1,0.0,-2,-0.6,-1.4,-0.8,5
Cc1cccnc1NC(=O)c1cccc(S(=O)(=O)N2CCCc3ccccc32)c1,-0.4,1.2,0,2,-2,-0.3,0,1.9,0.6,-0.5,2
S=C(NNc1nc(Nc2ccccc2)nc(N2CCCCC2)n1)NC1CCCCC1,-0.6,5.4,11,1,0,-0.7,-6,-0.2,-2.2,0.4,3
C=CCn1c(SCC2CCCCO2)nc2sc(CC)cc2c1=O (centres undefined),-1.5,0.3,-3,8,-3,-1.9,-1,4.6,-2.0,-0.9,1
CCCCCCNC(=O)O[C@H]1Cn2c(=O)ccc(=O)n2[C@@H]2CN(S(=O)(=O)c3ccc(C)cc3)C[C@]12O,-2.6,-7.8,3,-4,-8,-2.0,-5,-4.5,-3.6,-7.1,-6
CCOC(=O)CNS(=O)(=O)c1ccc(C(=O)O)cc1,-1.0,1.5,1,-1,3,1.6,-4,2.5,-1.4,0.0,4
COc1cc(NC(=O)N[C@H](C(=O)O)C(C)C)cc(OC)c1,-1.1,-3.2,7,0,-4,0.0,1,0.6,0.1,-0.4,4
CCC(C)NS(=O)(=O)c1ccc(OCC(=O)Nc2ccc3c(c2)OCCO3)cc1 (centres undefined),-0.8,-1.2,-2,-10,1,-0.7,3,0.5,-2.4,-0.8,1
Cn1c(CN2CCCCC2)nc2cc(NC(=O)c3cccc(Br)c3)ccc21,-2.8,-6.9,-12,-11,-4,-1.9,10,-3.1,-5.2,-3.8,6
Cc1ccc(C(=O)OCC(=O)N2CCCCCC2)c(O)c1,-0.3,5.2,-13,10,-1,0.4,5,4.4,4.5,2.4,3
Cc1cc(NS(=O)(=O)c2ccc(NC(=S)NC(=O)c3ccc(F)cc3Cl)cc2)no1,-1.3,0.5,-4,-7,-2,-0.2,1,0.6,2.2,0.6,-1
Cc1cccc(N(CC(=O)Nc2ccc(CC#N)cc2)S(C)(=O)=O)c1,-0.4,0.8,5,-10,-2,0.1,-3,2.1,4.0,-0.5,-1
Cc1ccc(O)c(CNc2nccs2)c1,0.0,0.4,1,-7,3,0.3,2,-0.4,0.8,-0.3,-2
Cc1ccc(C)c([N+](=O)[O-])c1,-1.3,-0.2,-7,14,-5,/,3,/,1.2,0.2,-1
O=C(NCCCn1ccnc1)c1c(F)cccc1F,-1.2,4.9,-5,2,5,-0.2,-2,-0.4,-0.8,-2.3,2

# A draw from above in order of number of heavy atoms, largest number first:
structure,ssDAF-12 act,hgDAF-12 ag,ADAM10 inh,sPLA2-III inh,SMARCA2 activ,DAX1 inh-1,NPR1 activator,GAA850 FXN act,hcDAF-12 act,DAX1 inh-2,GC-B act
CCCCCCNC(=O)O[C@H]1Cn2c(=O)ccc(=O)n2[C@@H]2CN(S(=O)(=O)c3ccc(C)cc3)C[C@]12O,-2.6,-7.8,3,-4,-8,-2.0,-5,-4.5,-3.6,-7.1,-6
CCC(C)NS(=O)(=O)c1ccc(OCC(=O)Nc2ccc3c(c2)OCCO3)cc1 (centres undefined),-0.8,-1.2,-2,-10,1,-0.7,3,0.5,-2.4,-0.8,1
CCC(C)(C)C1CCc2c(sc(NC(=O)c3ccoc3C)c2C(N)=O)C1 (centres undefined),-1.1,-2.7,7,5,-8,-0.3,-4,-0.2,-0.6,0.0,-6

# Going on with the list:
structure,ssDAF-12 act,hgDAF-12 ag,ADAM10 inh,sPLA2-III inh,SMARCA2 activ,DAX1 inh-1,NPR1 activator,GAA850 FXN act,hcDAF-12 act,DAX1 inh-2,GC-B act
CC(C)N(C(=O)[C@H]1CC(CC(=O)NCc2ccco2)C(=O)N2CCc3c([nH]c4ccccc34)[C@]12C)C(C)C (some centres undefined),-1.7,-1.5,-4,-12,-1,-0.1,-3,-5.1,-1.2,0.7,-11
C[C@H](NC(=O)c1ccco1)C(=O)OCC(=O)N1CC(=O)Nc2ccccc21,-0.4,3.7,-6,-1,-2,0.6,1,-0.1,-0.5,0.5,-2
Cc1ccc(C)c(NC(=O)c2ccccc2C(=O)c2ccccc2)c1,-1.7,1.4,2,3,0,/,-38,0.5,-0.7,0.5,-13
CCCCn1c(N)c(N(CCOC)C(=O)c2ccc(F)c(S(=O)(=O)N3CCOCC3)c2)c(=O)[nH]c1=O,-0.7,-0.4,-14,20*,-3,0.3,4,1.3,0.5,0.3,-1
COC(=O)[C@@]12CCCCN1[C@H](c1ccc(-c3cccc(Cl)c3)c(OC)c1)[C@H]1C(=O)N(C)C(=O)[C@H]12,-1.2,0.2,-4,1,-1,0.8,-1,0.7,-0.7,-0.4,-1
CCc1ccc2c(CC(=O)Nc3nnc(C4CC4)s3)coc2c1,-1.5,-0.2,-6,-7,-1,-1.3,-2,0.9,-0.7,0.6,-1
CC1(C(=O)NS(=O)(=O)c2ccc3c(c2)CCO3)CCN1C(=O)CCC1CCCC1 (centres undefined),-1.2,3.3,-7,-5,1,/,-3,1.8,-0.2,0.5,1
O=C(NCc1nc2ccccc2[nH]1)C1=C[C@H](c2ccc(C(F)(F)F)cc2)C[C@H](OCc2ccc(CO)cc2)O1,-0.9,-0.5,14,-35,-2,2.0,-1,-3.7,-0.9,-0.2,-6
COc1cccc(NC(=O)CCc2ccccc2)c1,-0.9,1.5,-7,5,5,-0.5,-3,1.4,1.2,1.1,1
CC(C)CNC(=S)N(CCCO)Cc1cc2cc3c(cc2[nH]c1=O)OCO3,-1.5,-4.0,-350,3,-1,0.5,6,1.1,-2.4,-0.7,5
COc1ccc(C(=O)N2CCN(c3ccc(NC(=O)c4cccs4)cc3)CC2)cc1,-1.8,-0.6,0,4,-1,-1.1,0,-1.9,-3.5,-2.5,-4
CCOc1cc(C(=O)OCC(=O)NC(C)c2ccccc2)ccc1OCC(=O)N1CCOCC1 (centres undefined),-1.8,-1.1,0,4,-2,-1.1,-4,0.4,-2.3,0.4,-5
CCCN(CCC)CCCNC(=O)c1cc2cc3ccc(Cl)cc3nc2o1,-1.4,0.0,-148,15,0,1.6,3,1.9,0.4,0.1,4
Cc1nccn1CCCN1C(=O)OC2(CCCCC2)C1(C)O (centres undefined),-1.0,-2.8,-9,2,3,1.7,-1,-0.7,-1.8,0.0,5
Cn1nnc(NC(=O)c2ccc([N+](=O)[O-])cc2Cl)n1,-0.4,1.4,1,0,2,0.5,-2,1.1,-0.3,0.4,-1
CC(=O)Oc1ccc2nc(-c3ccco3)oc(=O)c2c1,-0.6,-0.7,5,2,-1,-0.4,16,0.8,-0.9,-0.1,-5
Cc1c(-c2ccccc2)c(=O)oc2cc(O)ccc12,-0.6,-0.3,i,-17,-1,-0.2,4,0.1,-2.3,-0.4,0
c1ccc(-c2nnc(CSc3nncs3)o2)cc1,-0.6,9.6,7,2,5,-0.1,5,4.0,0.8,2.0,-3
CCOc1ccccc1N(CC)C(=O)c1nn(C)c2c1CSc1ccccc1-2,-1.4,0.3,1,-3,1,-0.7,-36,-2.8,-0.8,-0.7,-12
CC(C)(C)c1ccc(NC(=O)C2=CN3CCS(=O)(=O)N=C3C=C2)cc1,-1.2,3.3,-24,11,-1,-0.1,2,-0.1,-1.3,0.2,1
CCCCCNC(=O)C(c1cc2ccccc2o1)n1c(=O)c(-c2ccccc2)nc2ccccc21 (centres undefined),0.4,1.0,-27,4,-5,/,-3,/,2.8,-0.4,3
CC1=CC(C)(C)Nc2ccc(C)cc21,-0.7,-1.5,-11,6,-3,0.5,4,5.0,-0.5,1.3,0
CC(=O)c1ccc(OC(=O)N(c2ccccc2)c2ccccc2)cc1,-1.8,-0.1,10,-3,-2,-0.5,-1,3.0,-1.1,0.2,3
